ALOX12 inh – inhibitors of human 12S-lipoxygenase ALOX12; P18054; purified 12hLO, xylenol orange hydroperoxide absorbance; Potency, µM (highest dose often 108 µM), without a hit: at the highest dose activity change, negative = inhibition, usual class: inhibitors; 580,000 compounds, 1.1% hits; AID 1671190; active = well fitted inhibition curve with a large enough effect; inconclusive = small, poorly fitted or top-dose-only effect, or another doubt; inactive = no such curve, though single readings can be large or run the other way; note: potency is the fitted concentration of half-maximal effect
Target sequence (P18054 whole entry, looked up): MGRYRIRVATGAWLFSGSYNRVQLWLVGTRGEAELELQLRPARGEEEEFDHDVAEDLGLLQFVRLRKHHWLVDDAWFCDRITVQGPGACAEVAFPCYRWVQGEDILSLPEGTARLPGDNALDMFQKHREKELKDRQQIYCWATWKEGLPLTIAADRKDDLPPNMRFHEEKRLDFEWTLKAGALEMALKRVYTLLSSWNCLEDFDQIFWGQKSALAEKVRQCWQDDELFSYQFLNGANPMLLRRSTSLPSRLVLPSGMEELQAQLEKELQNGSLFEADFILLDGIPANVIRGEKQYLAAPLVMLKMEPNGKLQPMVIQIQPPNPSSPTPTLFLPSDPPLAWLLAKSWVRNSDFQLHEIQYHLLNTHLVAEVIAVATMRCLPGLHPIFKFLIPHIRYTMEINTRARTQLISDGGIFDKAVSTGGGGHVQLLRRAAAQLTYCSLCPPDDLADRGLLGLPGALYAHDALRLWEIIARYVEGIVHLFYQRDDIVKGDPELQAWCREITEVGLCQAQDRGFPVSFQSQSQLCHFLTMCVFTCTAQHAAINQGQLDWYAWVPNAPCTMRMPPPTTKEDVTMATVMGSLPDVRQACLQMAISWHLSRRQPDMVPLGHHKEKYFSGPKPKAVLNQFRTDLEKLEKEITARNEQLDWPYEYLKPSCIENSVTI
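Purified human 12hLO (150 nM final) in 25 mM Hepes, 0.01% Triton X-100, pH 7.0 was preincubated 15 min at room temperature with compound. Then 40 uM arachidonic acid was added, 30 min. Hydroperoxide was read by Fe-XO absorbance ratio 573/405 nm.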
LDHA inh – inhibitors of human lactate dehydrogenase A; 480,000 compounds, 0.15% hits; purified LDHA, NADH/diaphorase-resazurin fluorescence; hits give low values; activity change, % (values are at about 110 or 230 µM); in the data active = activity change below about -30%; inconclusive = mostly about -25% to -30%;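 note: plate controls were DMSO wells for no effect and wells without enzyme for full effect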
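Resorufin fluorescence (ex540/em590), read at 0 and 20 min after diaphorase/resazurin addition, reports the NADH left after a 5 min room-temperature reaction of 2 nM human LDH5 with 0.06 mM NADH and 0.2 mM pyruvate.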
The depositor's hits bear a star; & = joins results of further samples; [ ] = another dose, or the depositor's remark. Unless noted, % is set by controls: 0 for no effect and ±100 for the full control effect. The list is partial (hit frequency here may not be typical).

`CC(=O)N1Cc2cc(C(=O)NCc3cccc(F)c3)nc(-c3cccc(C4=CCCC4)c3)c2[C@H]1CCO` gave ALOX12 inh inconclusive and LDHA inh 8.
`CCNC(=O)C1CCCN(Cc2ccc(C(F)(F)F)cc2)C1` (stereo unspecified) gave ALOX12 inh -25% and LDHA inh 4.
Screening Cc1ccc2c(n1)sc1c(=O)n(-c3cccc(C(=O)OCC(C)C)c3)nnc12 returned ALOX12 inh 38%[activator] and LDHA inh -8.
For CCN(C(=O)CSCc1ccco1)C1CCCCC1 the results were ALOX12 inh -41% and LDHA inh -1.
For O=S(=O)(c1ccc(SCc2cc(Cl)c3c(c2)OCCO3)nc1)N1CCOCC1 the results were ALOX12 inh 20% and LDHA inh 6.
Screening O=C(Cc1c(Cl)cccc1Cl)Oc1ccc(OCc2ccccc2)cc1 returned ALOX12 inh -39% and LDHA inh -6.
CC1CCc2noc(NC(=O)c3cc(=O)c4cc(Br)ccc4o3)c2C1 (stereo unspecified) was read as ALOX12 inh 28% and LDHA inh -39*.
`Clc1cc(Cl)cc(NCc2nnc3n2CCCCC3)c1` gave ALOX12 inh 1% and LDHA inh 1.
Screening FC(F)(F)c1cc(Cl)c2nc(-c3ccco3)c(Cc3ccccc3C(F)(F)F)n2c1 returned ALOX12 inh 10µM* and LDHA inh 5.
Screening Cc1cccc(NC(=O)CC2(C(=O)O)CCCCC2)c1C returned ALOX12 inh 35%[activator] and LDHA inh 13.
Cc1nn2c(=O)cc(CSc3ccccc3NC(=O)c3ccco3)nc2s1 was read as ALOX12 inh 5% and LDHA inh 2.
Screening Cc1ccc(C)c(-c2csc(NC(=O)CN(C)CC(=O)Nc3ccccc3C(F)(F)F)n2)c1 returned ALOX12 inh -2% and LDHA inh -5.
`C=CCNC(=O)NC(=O)CN(C)Cc1ccc(OC)c(OC(F)F)c1` gave ALOX12 inh -13% and LDHA inh 4.
`Cc1cc(C)c(NC(=O)C(C)OC(=O)c2ccc3ccccc3n2)c(C)c1` (stereo unspecified) gave ALOX12 inh inconclusive and LDHA inh 7.
For CC(=O)Nc1cccc(-c2csc(Nc3ccccc3C)n2)c1 the results were ALOX12 inh inconclusive and LDHA inh 3.
Cc1cc(N2CCOCC2)nc2ccc(NC(=O)NC(C)C)cc12 was read as ALOX12 inh inconclusive and LDHA inh 0.
O=C(CCn1nc(-c2ccc(Cl)cc2)c2ccccc2c1=O)Nc1cccc(Cl)c1 was read as ALOX12 inh -31% and LDHA inh -17.
`Cc1ccccc1NC(=O)CSc1ccc(N2CCC(C(=O)N3CCCCC3)CC2)nn1` gave ALOX12 inh 0% and LDHA inh -3.
COc1ccc(-c2cc3ccccc3c(=O)o2)cc1 was read as ALOX12 inh 1%&15%&-7% and LDHA inh -2&-12.
For CCCNC(=O)[C@@H](NC(=O)[C@@H]1Cc2ccccc2CN1C(=O)OC(C)(C)C)C(C)C the results were ALOX12 inh inconclusive and LDHA inh 0.
Screening COc1cc(C=O)ccc1OCc1ccccc1C#N returned ALOX12 inh -26% and LDHA inh 4.
Fc1ccc(CNCc2ccc(-c3ccccc3F)o2)cc1 was read as ALOX12 inh -4% and LDHA inh 5.
`CCOc1ccccc1C(=O)N(Cc1c(F)cccc1Cl)c1ccccn1` gave ALOX12 inh 45%[activator] and LDHA inh 3.
Screening NNc1ccc(S(=O)(=O)c2ccc(NN)cc2)cc1 returned ALOX12 inh 453%[activator] and LDHA inh 8.
Screening O=C(/C=C/c1cccc(F)c1)Nc1ccc(Cl)c(C(F)(F)F)c1 returned ALOX12 inh inconclusive and LDHA inh 11.
For COCCn1cnc2c1c(=O)n(CC(=O)Nc1ccccc1OC(F)F)c(=O)n2Cc1ccccc1 the results were ALOX12 inh 80%[activator] and LDHA inh 3.
Cc1cc(C)c(C(=O)O)c(C)c1 was read as ALOX12 inh inconclusive and LDHA inh 1.
`CC(Oc1cc(Cl)ccc1Cl)C(=O)Nc1ccnn1C(C)C` (stereo unspecified) gave ALOX12 inh 11% and LDHA inh 2.
Screening CC(=O)NNC(=S)Nc1ccc(Cl)cc1Cl returned ALOX12 inh -4% and LDHA inh 1.
For CCOc1cc(S(=O)(=O)NC2CC(C)(C)NC(C)(C)C2)c(OCC)cc1C the results were ALOX12 inh -5% and LDHA inh -1.
`Cc1cccc(C(=O)N2CCC(c3nc4ccccc4o3)CC2)c1` gave ALOX12 inh -24% and LDHA inh -4.
Screening O=C(O)c1cccc(COc2cc(Cl)ccc2Cl)c1 returned ALOX12 inh -24% and LDHA inh 0.
`COc1ccc(-c2nn(-c3ccccc3)cc2C2=NN(S(C)(=O)=O)C(c3cccs3)C2)cc1` (stereo unspecified) gave ALOX12 inh -23% and LDHA inh 0.
For COc1cc(NC(=O)c2ccc3c(c2)NC(=O)CS3)cc(OC)c1OC the results were ALOX12 inh inconclusive and LDHA inh 12.
CCc1ccc(OCC(=O)Nc2ccc(SCc3cc(=O)n4c(ncn4C(C)C)n3)cc2)cc1 was read as ALOX12 inh -6% and LDHA inh 15.
`CC(NC(=O)COc1c(I)cc(Cl)c2cccnc12)C1CC1` (stereo unspecified) gave ALOX12 inh 9% and LDHA inh 13.
For NC(=O)c1ccccc1NC(=O)c1ccccc1-c1ccccc1 the results were ALOX12 inh 2% and LDHA inh 1.
Nc1cccc(S(=O)(=O)N2CCCN(S(=O)(=O)c3ccc4c(c3)OCCO4)CC2)c1 was read as ALOX12 inh -16%[57.4 µM] and LDHA inh 3.
Screening CCc1sc(C(=O)Nc2ccccc2C)cc1C returned ALOX12 inh inconclusive and LDHA inh 1.
Cc1ccccc1C(=O)NNC(=S)NC(=O)/C=C/c1ccccc1 was read as ALOX12 inh 4% and LDHA inh -10.
For C=CCNC(=O)c1cc(-c2ccccc2)sc1N the results were ALOX12 inh -27% and LDHA inh -5.
`Cc1nc2ccccc2nc1SC(C)C(=O)NCC(C)C` (stereo unspecified) gave ALOX12 inh inconclusive and LDHA inh -5.
For N#C/C(=C\C=C\c1ccco1)C(=O)NC1CCCCCC1 the results were ALOX12 inh 13µM* and LDHA inh 37.
`O/N=C/c1ccc(-n2cccn2)cc1` gave ALOX12 inh 1% and LDHA inh 4.
COc1cc(OC)cc(C(=O)Nc2ccc3oc(-c4cc(OC)c(OC)c(OC)c4)nc3c2)c1 was read as ALOX12 inh 40% and LDHA inh -25.
COc1cc(NS(=O)(=O)c2cccc(Cl)c2Cl)c(C(=O)O)cc1OC was read as ALOX12 inh inconclusive and LDHA inh 8.
For Cc1nc2ccccc2c(C)c1C(=O)NC1CCCCC1 the results were ALOX12 inh 6% and LDHA inh 4.
For CCOc1ccc(S(=O)(=O)Nc2nc3ccccc3nc2N2CCCC2)cc1 the results were ALOX12 inh inconclusive and LDHA inh 15.
For O=C(Nc1cccc(-c2nc3ccccc3o2)c1)c1ccccc1Cl the results were ALOX12 inh 11% and LDHA inh 4.
For Cc1ccc(Cl)c(OCc2nnc(SCC(=O)NC3CC3)n2C)c1 the results were ALOX12 inh 21% and LDHA inh 1.
For Cc1ccc(NC(=S)NCC(C)(C)N2CCCCC2)cc1Cl the results were ALOX12 inh inconclusive and LDHA inh inconclusive.
`COc1cc2c(c(OC)c1)C(c1ccccc1OC(C)C)CC(=O)N2` (stereo unspecified) gave ALOX12 inh 4% and LDHA inh 2.
`CCCc1noc(Cn2c(=O)c(C#N)cn(C3CC3)c2=O)n1` gave ALOX12 inh 0% and LDHA inh -4.
CCc1ccc(-c2noc(CSc3ccc(S(=O)(=O)N4CCCCCC4)cn3)n2)cc1 was read as ALOX12 inh -1% and LDHA inh 2.
O=C(O)CCSCc1ccc(C(=O)O)o1 was read as ALOX12 inh inconclusive and LDHA inh 7.
Cc1nn(C)c2nc(C(C)C)cc(C(=O)N3CCN(c4nccs4)CC3)c12 was read as ALOX12 inh 31%[activator] and LDHA inh -3.
Screening CCOC(=O)C1C(=O)C=C(c2ccc(C)cc2)CC1c1cccs1 (stereo unspecified) returned ALOX12 inh -18% and LDHA inh 0.
Screening Cc1[nH]c(SCC(=O)NCCc2ccccc2)nc1Cc1ccccc1 returned ALOX12 inh -63% and LDHA inh -2.
Cc1c(S(=O)(=O)c2ccc(Br)cc2)nnn1-c1ccc(Br)cc1 was read as ALOX12 inh -3% and LDHA inh -2.
For NC(=O)NC(=O)CCN1CCOC(c2ccc(Br)cc2)C1 (stereo unspecified) the results were ALOX12 inh inconclusive and LDHA inh -1.
`CC(=O)NCCNC(=O)CCc1ncc(-c2ccccc2Cl)o1` gave ALOX12 inh 10% and LDHA inh 5.
`Cc1[nH]c2ccccc2c1C(=O)C(=O)Nc1ccccc1C(C)C` gave ALOX12 inh inconclusive and LDHA inh -8.
COc1ccc(-c2nc(SCC(=O)Nc3ccc(Br)cc3C)n[nH]2)cc1 was read as ALOX12 inh 4% and LDHA inh 1.
`C=CCNC(=S)NC(C)c1ccccc1` (stereo unspecified) gave ALOX12 inh -14% and LDHA inh -7.
Screening CN(CC(=O)NC(C)(C)C)Cc1coc(-c2ccc(Cl)cc2)n1 returned ALOX12 inh -5% and LDHA inh 3.
`CC(=O)N(Cc1ccco1)CC1C(C)C=C(C)CC1C` (stereo unspecified) gave ALOX12 inh inconclusive and LDHA inh 1.
For CN1CCN(C(=O)c2cc3c(c(-c4cccc(-c5cccnc5)c4)n2)[C@@H](CCO)N(C(=O)CC2CC2)C3)CC1 the results were ALOX12 inh inconclusive and LDHA inh -3.
`O=c1[nH]c(CSc2ccc(F)c(Cl)c2)nc2ccsc12` gave ALOX12 inh -3% and LDHA inh 0.
COc1ccc([C@H]2CC(=O)C[C@@H](CCn3cc(-c4ccncc4)nn3)O2)cc1 was read as ALOX12 inh inconclusive and LDHA inh -2.
Screening CC(NC(=S)NC1CCCC1)c1ccc(C(C)(C)C)cc1 (stereo unspecified) returned ALOX12 inh inconclusive and LDHA inh 11.
`c1ccc(-c2c(-c3ccccc3)n(-c3ccccc3)c3ccccc23)cc1` gave ALOX12 inh 8% and LDHA inh -4.
For COC(=O)[C@]12CCCCC=C1N(Cc1ccccc1)C(=O)[C@H](CC(=O)N1CCN(C(=O)c3ccco3)CC1)C2 the results were ALOX12 inh 2% and LDHA inh -13.
For O=C(Nc1ccc(C23CC4CC(CC(C4)C2)C3)cc1)c1cccc[n+]1[O-] the results were ALOX12 inh -32% and LDHA inh 6.
For COc1ccc(OC)c(C2CCCN2C(=O)c2csc(-c3ccsc3)n2)c1 (stereo unspecified) the results were ALOX12 inh 4% and LDHA inh 7.
`Cc1c(-c2ccccc2)oc2c(C(=O)OCC(=O)Nc3c(F)cccc3F)cccc2c1=O` gave ALOX12 inh inconclusive and LDHA inh 9.
`COc1ccc(-c2nnc(SC(C(=O)N3CCOCC3)c3ccccc3)n2C)cc1` (stereo unspecified) gave ALOX12 inh -13% and LDHA inh 1.
`Cc1sc(NC(=O)COc2ccccc2Cl)c(C(N)=O)c1C` gave ALOX12 inh 2% and LDHA inh 4.
For C/C(=N/NC(=S)Nc1ccc(SC(F)F)cc1)c1cccc(C(F)(F)F)c1 the results were ALOX12 inh inconclusive and LDHA inh -2.
CC(C)(C)n1nnnc1C(c1cc2ccccc2o1)N(Cc1ccccc1)Cc1ccccc1 (stereo unspecified) was read as ALOX12 inh 10% and LDHA inh -5.
Screening CC(C)C[C@@H]1COc2cccc(N(C)CCO)c2S(=O)(=O)N1 returned ALOX12 inh 0% and LDHA inh 5.
For COC(=O)c1ccc(OC)c(NC(=O)N2CCc3[nH]cnc3C2c2cccc(F)c2F)c1 (stereo unspecified) the results were ALOX12 inh 7% and LDHA inh 4.

Filtered by structure, those above containing fluorine (13)
`CC(=O)N1Cc2cc(C(=O)NCc3cccc(F)c3)nc(-c3cccc(C4=CCCC4)c3)c2[C@H]1CCO` gave ALOX12 inh inconclusive and LDHA inh 8.
`CCNC(=O)C1CCCN(Cc2ccc(C(F)(F)F)cc2)C1` (stereo unspecified) gave ALOX12 inh -25% and LDHA inh 4.
Screening FC(F)(F)c1cc(Cl)c2nc(-c3ccco3)c(Cc3ccccc3C(F)(F)F)n2c1 returned ALOX12 inh 10µM* and LDHA inh 5.
Screening Cc1ccc(C)c(-c2csc(NC(=O)CN(C)CC(=O)Nc3ccccc3C(F)(F)F)n2)c1 returned ALOX12 inh -2% and LDHA inh -5.
`C=CCNC(=O)NC(=O)CN(C)Cc1ccc(OC)c(OC(F)F)c1` gave ALOX12 inh -13% and LDHA inh 4.
Fc1ccc(CNCc2ccc(-c3ccccc3F)o2)cc1 was read as ALOX12 inh -4% and LDHA inh 5.
`CCOc1ccccc1C(=O)N(Cc1c(F)cccc1Cl)c1ccccn1` gave ALOX12 inh 45%[activator] and LDHA inh 3.
Screening O=C(/C=C/c1cccc(F)c1)Nc1ccc(Cl)c(C(F)(F)F)c1 returned ALOX12 inh inconclusive and LDHA inh 11.
For COCCn1cnc2c1c(=O)n(CC(=O)Nc1ccccc1OC(F)F)c(=O)n2Cc1ccccc1 the results were ALOX12 inh 80%[activator] and LDHA inh 3.
`O=c1[nH]c(CSc2ccc(F)c(Cl)c2)nc2ccsc12` gave ALOX12 inh -3% and LDHA inh 0.
`Cc1c(-c2ccccc2)oc2c(C(=O)OCC(=O)Nc3c(F)cccc3F)cccc2c1=O` gave ALOX12 inh inconclusive and LDHA inh 9.
For C/C(=N/NC(=S)Nc1ccc(SC(F)F)cc1)c1cccc(C(F)(F)F)c1 the results were ALOX12 inh inconclusive and LDHA inh -2.
For COC(=O)c1ccc(OC)c(NC(=O)N2CCc3[nH]cnc3C2c2cccc(F)c2F)c1 (stereo unspecified) the results were ALOX12 inh 7% and LDHA inh 4.

Compound activity as filed in PubChem.
